# Screens as filed in PubChem BioAssay.
# pPAFAH inh: pPAFAH (human) enzyme inhibition; actives 1.5% (n = 330,000); inhibition, % at 3.39 µM; recombinant pPAFAH, FP-rhodamine probe fluorescence polarization; Q13093;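 active means inhibition above the mean inhibition across the screen plus 3 SD, cut at about 25% in these data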;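 further: inhibitors block binding of the rhodamine activity-based probe so polarization drops; 0% = enzyme with DMSO and 100% = wells lacking pPAFAH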
# EBNA-1 inh: blocks EBNA-1 binding to DNA; EBNA-1 DNA binding, fluorescence polarization; inhibition, % at 14.8 µM; actives 0.34% (n = 300,000); AID 1950; in the data active means inhibition above about 28%
# ZTA counter: blocks Epstein-Barr virus ZTA, an EBNA-1 counter-screen. inhibition, % at 11 µM. ZTA-DNA binding, fluorescence polarization. actives 0.15% (n = 320,000). AID 2234; in the data active means inhibition above about 33%
# LYPLA1 inh: blocks human lysophospholipase 1, a PME1 counter-screen; inhibition, % at 5.9 µM; recombinant LYPLA1, FP-Rh probe fluorescence polarization; AID 2174; actives 0.16% (n = 320,000); O75608;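 active means inhibition above the mean of all tested compounds plus 3 SD, set per campaign, cut at about 14% in these data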;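 further: inhibitors block serine hydrolase probe labeling of LYPLA1 so polarization falls; 0% = enzyme with DMSO and 100% = wells lacking LYPLA1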
# PAFAH2 FP inh: inhibitors of human PAFAH2; Q99487; recombinant PAFAH2, FP-rhodamine activity probe, fluorescence polarization; actives 0.99% (n = 340,000); inhibition, % at 3.39 µM;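 active means inhibition above the mean over all tested compounds plus 3 SD, cut at about 30% in these data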;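 further: inhibitors block probe labeling of enzyme so polarization drops; 0% = enzyme with DMSO and 100% = wells lacking PAFAH2 protein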
# PAFAH1B2 inh: blocks human PAF acetylhydrolase 1b catalytic subunit 2. actives 1.2% (n = 340,000). inhibition, % at 3.39 µM. recombinant PAFAH1B2, FP-rhodamine activity probe, fluorescence polarization. P68402;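 active means inhibition above the mean of all tested compounds plus 3 SD, cut at about 24% in these data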;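 further: 0% = enzyme with DMSO and 100% = wells lacking PAFAH1B2; many of its hits are not listed in these tables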
# PREPL inh: human PREPL enzyme inhibition | Q4J6C6 | recombinant PREPL, fluorescence polarization activity-based probe | inhibition, % at 5.96 µM | actives 0.68% (n = 320,000) | AID 2751; in the data active means inhibition above about 43%;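 further: 0% = enzyme with DMSO and 100% = wells lacking enzyme; many of its hits are not listed in these tables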
# Target sequence (Q4J6C6 whole entry, looked up): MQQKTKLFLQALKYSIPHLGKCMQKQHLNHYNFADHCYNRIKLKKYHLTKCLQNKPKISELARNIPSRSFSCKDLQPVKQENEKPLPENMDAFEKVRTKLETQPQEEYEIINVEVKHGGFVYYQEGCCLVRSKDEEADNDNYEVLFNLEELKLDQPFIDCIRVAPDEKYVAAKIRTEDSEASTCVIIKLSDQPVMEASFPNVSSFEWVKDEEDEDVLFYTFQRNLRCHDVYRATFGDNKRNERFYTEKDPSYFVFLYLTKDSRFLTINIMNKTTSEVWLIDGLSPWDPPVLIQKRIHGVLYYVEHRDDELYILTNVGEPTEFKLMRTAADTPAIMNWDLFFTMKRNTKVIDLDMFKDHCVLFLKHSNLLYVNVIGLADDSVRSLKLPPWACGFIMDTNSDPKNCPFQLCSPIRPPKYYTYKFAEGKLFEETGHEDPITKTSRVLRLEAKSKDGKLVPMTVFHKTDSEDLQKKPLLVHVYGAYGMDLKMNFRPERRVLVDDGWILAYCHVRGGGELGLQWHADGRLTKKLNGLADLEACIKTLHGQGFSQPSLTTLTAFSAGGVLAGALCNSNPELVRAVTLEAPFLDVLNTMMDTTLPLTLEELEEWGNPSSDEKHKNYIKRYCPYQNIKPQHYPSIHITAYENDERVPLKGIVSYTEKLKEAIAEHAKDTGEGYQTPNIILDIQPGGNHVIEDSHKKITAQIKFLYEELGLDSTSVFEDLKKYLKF
# PAFAH1B3 FP inh: blocks human PAF acetylhydrolase 1B catalytic subunit 3. actives 0.28% (n = 340,000). Q15102. recombinant PAFAH1B3, FP-rhodamine probe, fluorescence polarization. inhibition, % at 3.39 µM;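 active means inhibition above the screen-wide average of all tested compounds plus 3 SD, cut at about 25% in these data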;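 further: 0% = enzyme with DMSO only and 100% = wells lacking PAFAH1B3 protein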
# LYPLA2 counter: blocks human lysophospholipase 2, a PME1 counter-screen. recombinant LYPLA2, FP-Rh probe fluorescence polarization. inhibition, % at 5.9 µM. actives 0.38% (n = 320,000);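 active means inhibition above the screen-wide mean plus 3 SD, limit set per campaign, cut at about 26% in these data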;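 further: 0% = LYPLA2 with DMSO and 100% = wells lacking LYPLA2 enzyme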
# Numbers without * were called inactive; nt = no result given.
SMILES,pPAFAH inh,EBNA-1 inh,ZTA counter,LYPLA1 inh,PAFAH2 FP inh,PAFAH1B2 inh,PREPL inh,PAFAH1B3 FP inh,LYPLA2 counter
Cc1cccc(NC(=O)c2ccc(S(=O)(=O)N3CCOCC3)cc2)c1C,3,5,22,-2,-2,5,9,6,4
CCOc1ccc(N2CC(C(=O)Nc3cc(S(=O)(=O)N4CCCCC4)ccc3C)CC2=O)cc1 (centres undefined),2,nt,nt,nt,2,0,8,4,nt
COc1ccccc1CN(C(=O)Cc1cccs1)C(C(=O)NC1CCCC1)c1ccncc1 (centres undefined),0,-15,-12,2,4,8,22,-2,0
O=C(CSc1cccc(C(F)(F)F)c1)N1CCN(S(=O)(=O)c2ccccc2)CC1,3,3,9,1,6,4,11,-1,4
COC(=O)c1ccc(Sc2ccccc2NS(=O)(=O)c2ccc(NC(C)=O)cc2)nc1,-4,3,-8,-1,4,5,-2,7,3
COC(=O)CC/C(C)=N\Nc1ccc([N+](=O)[O-])cc1[N+](=O)[O-],6,8,23,-5,2,-3,4,2,2
COc1ccccc1N1CCN(C(=O)c2cc(-c3ccccc3)on2)CC1,3,-6,-15,-3,5,6,12,0,-9
CCN(CC)CCN(Cc1cc2cc(C)ccc2[nH]c1=O)C(=S)Nc1ccccc1,2,-7,7,8,0,3,-1,2,2
CCc1ccc(NC(=O)CSc2nc3cc(C(=O)OC)ccc3c(=O)n2Cc2ccco2)cc1,9,6,-6,0,-6,2,5,-1,3
CCOC(=O)C1CCN(C(=O)C2CCCN(S(=O)(=O)c3ccc(OCC)c(Cl)c3)C2)CC1 (centres undefined),-1,-3,-17,4,2,0,18,3,6

# Single values from above.
# Under EBNA-1 inh, CCOC(=O)C1CCN(C(=O)C2CCCN(S(=O)(=O)c3ccc(OCC)c(Cl)c3)C2)CC1 (centres undefined) has -3
# Under pPAFAH inh, COc1ccccc1N1CCN(C(=O)c2cc(-c3ccccc3)on2)CC1 has 3

# Continuation:
SMILES,pPAFAH inh,EBNA-1 inh,ZTA counter,LYPLA1 inh,PAFAH2 FP inh,PAFAH1B2 inh,PREPL inh,PAFAH1B3 FP inh,LYPLA2 counter
COc1ccc(OC(=O)c2cn(C)nc2C(F)(F)F)cc1,-1,-5,4,2,4,4,2,2,11
CN(c1ccccc1)c1ccc(/C=c2\s/c(=C(/C#N)C(=O)C(C)(C)C)n(Cc3ccco3)c2=O)cc1,0,0,4,-23,nt,nt,-50,nt,-51
O=C(O)/C=C/C(=O)Nc1ccc(O)cc1,19,14,15,3,0,3,22,6,14
COc1ccc(CNC(=O)CC(C)S(=O)(=O)c2ccc3c(c2)NC(=O)CO3)cc1 (centres undefined),4,11,3,-3,0,2,2,0,7
COc1ccc(C(=O)COC(=O)/C=C/c2ccc(S(=O)(=O)Nc3cccc(S(N)(=O)=O)c3)cc2)cc1,-2,3,3,-2,32*,2,0,3,2
CCOC(=O)C1=C(N)OC2=C(C(=O)CCC2)C1c1sccc1C (centres undefined),-5,-13,3,-2,-1,4,1,5,-6
CCNC(=O)c1ccc(NC(=O)CC2SC(N3CCCCC3)=NC2=O)cc1 (centres undefined),-3,nt,-15,-3,3,1,23,0,0
CCN(CCCNC(=O)C1CCN(S(=O)(=O)c2c(C)[nH]c(=O)[nH]c2=O)CC1)c1cccc(C)c1,5,-2,11,3,-4,5,7,-8,1
COc1ccc(C)cc1S(=O)(=O)n1c([N+](=O)[O-])cnc1C,0,-6,2,-1,5,5,-4,10,4
O=C(COC(=O)CSc1ccc2ccccc2c1)NC1CC1,22,3,-18,2,3,19,15,2,7
O=C(c1c(F)cccc1F)N1CCN(c2ncc(Br)cn2)CC1,3,4,0,1,10,-3,6,7,-5
Cc1ccc2cc(C#N)c(N3CCCN(C(=O)C4CCCO4)CC3)nc2c1C (centres undefined),-1,3,-5,-6,-1,4,12,4,1
COc1ccccc1Nc1nc(C)cc(C)c1C(N)=O,0,3,16,3,-2,-1,21,2,-1
CCC(C)Oc1nc2ccccc2nc1NS(=O)(=O)c1ccccc1 (centres undefined),9,13,29,2,-10,-3,11,12,2
Cc1ccc(NC(=O)N2CCCC2C(=O)NCc2ccc3c(c2)OCO3)cc1 (centres undefined),-3,-12,7,5,4,3,8,2,3
CCOP(=O)(OCC)c1ccccc1OCP(C)(=O)COc1ccccc1P(=O)(OCC)OCC,3,8,22,0,4,5,-3,-5,0
COc1cc2cnc(-c3ccccc3)c(-c3cccc(C(F)(F)F)c3)c2cc1OC,4,nt,9,-5,-1,-2,-2,12,-2
Cc1nn(-c2ccc(F)cc2)c(Cl)c1C(=O)N(C)CC(=O)Nc1cccc(F)c1,-2,-2,-6,-1,-1,-2,5,3,0
Cc1cc2c(c(=O)n1C)C(Cc1ccccc1)C(C#N)=C(N)O2 (centres undefined),1,-10,-22,1,5,0,14,0,2
CN(C)S(=O)(=O)c1ccc(C(=O)OCC2COC(C)(C)O2)cc1 (centres undefined),7,-4,-2,3,1,5,0,7,0
O=S(=O)(c1ccc(Cl)cc1)N1CCN=C1SCc1ccc(Cl)c(Cl)c1,4,-6,-2,2,12,2,-41,11,-4
CCC(C)NCCOCCOc1ccc(Cl)c(C)c1C (centres undefined),0,5,-2,3,-3,0,31,-8,2
COc1ccc(S(=O)(=O)Nc2ccc(S(=O)(=O)N3CCOCC3)cc2)cc1,3,15,10,6,-1,6,-2,12,2
COCCCNC(=O)CCn1c(=O)c2ccccc2n(CC(=O)Nc2ccc(C)cc2C)c1=O,-2,-12,2,1,-3,0,5,8,1
O=c1cc(-c2ccccc2)nc2nc[nH]n12,0,-14,2,1,8,-1,2,-1,0
Cc1ccc(S(=O)(=O)NCCC(=O)NNc2c(F)c(F)cc(F)c2F)cc1,3,nt,nt,nt,5,1,3,3,nt
O=C(Nc1nc2c(s1)CCCC2)C1CCCN1C(=O)c1cccs1 (centres undefined),9,-10,-26,3,1,-1,0,6,5
C/C(=N\NC(N)=O)c1ccc(Cl)s1,2,6,-18,1,4,4,-4,2,5
CC(C)NC(=O)c1nn2c(C(F)(F)F)cc(-c3ccco3)nc2c1Cl,1,7,11,-4,3,1,-6,7,-2
Cc1c(C)n(C(=O)CSc2nncn2C)c2ccccc12,3,2,-1,3,-1,5,4,7,-4
Cc1c(C(=O)N(C)CCc2cnn(C)c2)oc2c(F)cccc12,4,8,11,-1,2,6,1,12,-6
CC(c1ccco1)N(C(=O)c1cccc(S(=O)(=O)N(C)C)c1)c1ccccn1 (centres undefined),4,-8,-19,-3,8,2,9,3,-1
Clc1ccc2nnnc(-c3ccccc3)c2c1,1,-1,8,-1,3,3,-2,7,0
CCCn1c(N2CCN(C(=O)NCc3ccccc3)CC2)nc2ccccc21,4,0,-8,-2,1,2,9,9,2
CC1CCCCN1CCCn1c(=S)[nH]c2ccccc2c1=O (centres undefined),1,16,-6,0,0,0,3,3,2
O=C(Nc1ccccc1C(=O)Nc1ccccc1)c1cccs1,-3,15,1,2,-3,9,-52,4,2
CC(C)(C)c1cccc(P(=O)(c2ccccc2)c2ccccc2)c1O,0,1,-3,0,8,9,11,14,4
COC(C(=O)N/N=C/c1ccc(OCC(=O)N2CCOCC2)cc1)c1ccccc1 (centres undefined),9,-11,-3,2,6,9,1,13,4
COc1cccc(CNC(=O)C2CCN(c3nn4c(=O)cc(C)nc4s3)CC2)c1,1,-2,-8,4,4,0,30,-3,6

# Entries shown so far that have a halogen (13):
SMILES,pPAFAH inh,EBNA-1 inh,ZTA counter,LYPLA1 inh,PAFAH2 FP inh,PAFAH1B2 inh,PREPL inh,PAFAH1B3 FP inh,LYPLA2 counter
O=C(CSc1cccc(C(F)(F)F)c1)N1CCN(S(=O)(=O)c2ccccc2)CC1,3,3,9,1,6,4,11,-1,4
CCOC(=O)C1CCN(C(=O)C2CCCN(S(=O)(=O)c3ccc(OCC)c(Cl)c3)C2)CC1 (centres undefined),-1,-3,-17,4,2,0,18,3,6
COc1ccc(OC(=O)c2cn(C)nc2C(F)(F)F)cc1,-1,-5,4,2,4,4,2,2,11
O=C(c1c(F)cccc1F)N1CCN(c2ncc(Br)cn2)CC1,3,4,0,1,10,-3,6,7,-5
COc1cc2cnc(-c3ccccc3)c(-c3cccc(C(F)(F)F)c3)c2cc1OC,4,nt,9,-5,-1,-2,-2,12,-2
Cc1nn(-c2ccc(F)cc2)c(Cl)c1C(=O)N(C)CC(=O)Nc1cccc(F)c1,-2,-2,-6,-1,-1,-2,5,3,0
O=S(=O)(c1ccc(Cl)cc1)N1CCN=C1SCc1ccc(Cl)c(Cl)c1,4,-6,-2,2,12,2,-41,11,-4
CCC(C)NCCOCCOc1ccc(Cl)c(C)c1C (centres undefined),0,5,-2,3,-3,0,31,-8,2
Cc1ccc(S(=O)(=O)NCCC(=O)NNc2c(F)c(F)cc(F)c2F)cc1,3,nt,nt,nt,5,1,3,3,nt
C/C(=N\NC(N)=O)c1ccc(Cl)s1,2,6,-18,1,4,4,-4,2,5
CC(C)NC(=O)c1nn2c(C(F)(F)F)cc(-c3ccco3)nc2c1Cl,1,7,11,-4,3,1,-6,7,-2
Cc1c(C(=O)N(C)CCc2cnn(C)c2)oc2c(F)cccc12,4,8,11,-1,2,6,1,12,-6
Clc1ccc2nnnc(-c3ccccc3)c2c1,1,-1,8,-1,3,3,-2,7,0

# These rows are one share of the data (hit frequency here may not be typical).
